APOBEC3G inh = blocks human APOBEC3G single-stranded DNA deamination; inhibition, % at 20 µM; 0.28% of 330,000 active; Q9HC16; recombinant A3G, ssDNA deamination FAM/TAMRA fluorescence;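 active = inhibition of at least 40% at 20 µM, with no more than 30% in the related APOBEC3A deaminase screen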;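 note: plate controls were DMSO wells with A3G for no effect and wells lacking A3G enzyme for full effect; some compounds called inactive have numbers as strong as hits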
MPTP inh = permeability transition pore inhibition | isolated mouse mitochondria, Ca2+ swelling absorbance, 30 min | inhibition, % at 10 µM | AID 602449 | 1.4% of 360,000 active;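 active = inhibition of 50% or more, scaled per plate between neutral and stimulator controls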;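 note: 0% = DMSO wells given calcium and 100% = 1 mM EGTA wells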
A3A deaminase = inhibitors of human APOBEC3A DNA deaminase | inhibition, % at 20 µM | 0.41% of 330,000 active | recombinant A3A, FAM/TAMRA ssDNA deamination fluorescence | AID 493011;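 active = at least 40% inhibition at 20 µM here, with at most 30% in a related deaminase screen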;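 note: plate controls were A3A with DMSO for no effect and wells lacking A3A enzyme for full effect; some results filed as inactive read as strong as hits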
Target sequence (P31941 whole entry, looked up): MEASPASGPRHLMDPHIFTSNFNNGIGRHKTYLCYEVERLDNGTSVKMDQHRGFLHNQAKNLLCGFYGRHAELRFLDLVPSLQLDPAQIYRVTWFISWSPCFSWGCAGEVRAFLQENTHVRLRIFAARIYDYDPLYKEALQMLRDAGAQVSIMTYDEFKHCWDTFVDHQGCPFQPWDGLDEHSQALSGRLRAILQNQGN
hIAP act = human IAP activation. P09923. AID 2524. activation factor at 10 µM. 0.16% of 330,000 active. purified human IAP, CDP-Star luminescence, 30 min; active compounds read high; 1 = vehicle-only enzyme, 0 = enzyme-free background;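 active = activation factor of the enzyme at least 2-fold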; note: the source names both 10 and 20 µM as test concentration; values of inactives mirror those of a sister screen read the other way
Target sequence (P09923 whole entry, looked up): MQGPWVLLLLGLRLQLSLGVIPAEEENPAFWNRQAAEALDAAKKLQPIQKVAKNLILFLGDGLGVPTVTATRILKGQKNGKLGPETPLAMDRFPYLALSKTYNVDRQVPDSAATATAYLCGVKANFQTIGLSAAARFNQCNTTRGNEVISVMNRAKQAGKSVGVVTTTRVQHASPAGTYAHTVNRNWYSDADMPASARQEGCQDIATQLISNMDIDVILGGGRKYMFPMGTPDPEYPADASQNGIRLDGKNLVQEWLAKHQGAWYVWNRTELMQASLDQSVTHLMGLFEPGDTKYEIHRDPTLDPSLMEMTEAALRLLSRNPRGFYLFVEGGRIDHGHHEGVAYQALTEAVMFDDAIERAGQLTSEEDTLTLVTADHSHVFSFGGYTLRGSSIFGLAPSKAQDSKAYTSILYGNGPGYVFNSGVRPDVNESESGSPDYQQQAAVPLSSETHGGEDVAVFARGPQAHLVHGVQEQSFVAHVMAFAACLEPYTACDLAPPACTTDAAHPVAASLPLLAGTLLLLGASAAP
mIAP block = mouse IAP inhibition; AID 2806; inhibition, % at 10 µM; purified mouse IAP, CDP-Star luminescence, 30 min; 0.2% of 330,000 active;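 active = inhibition of at least 40% at 10 µM in the primary screen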;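 note: plate controls were DMSO with enzyme for no effect and no enzyme wells for full effect; values of inactives mirror those of a sister screen read the other way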
MIN6 prolif = inducers of beta-cell replication in MIN6 cells; 0.29% of 330,000 active; MIN6 cells proliferation, ATPlite luminescence, 48 h; cells starved in 0.2% serum; 100% = growth in 10% serum; AID 2380; proliferation, % at 10 µM;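 active = compounds whose signal lies at least 3.5 SD above the mean of all wells on their plate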;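 note: 0% = DMSO-treated cells in low-serum medium and 100% = 10% serum control; some compounds called inactive have numbers as strong as hits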
NR3A LBD binder = modulators (binders) of human NR3A ligand-binding domain | NR3A LBD differential scanning fluorimetry, Tm shift; 0% = protein alone, 100% = glycine-bound protein | Tm shift relative to glycine control, % at 25 µM | 2.5% of 340,000 active;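 active = melting temperature shift of at least 10% of the positive control shift, at one fixed dose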
hIAP inh = human IAP inhibition; 0.12% of 330,000 active; inhibition, % at 10 µM; P09923; purified IAP, CDP-Star luminescence, 30 min; AID 2544;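 active = inhibition reaching a set limit with compound at 10 µM in the primary screen, cut at about 35% in these data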;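 note: plate controls were DMSO wells with enzyme for no effect and no-enzyme buffer wells for full effect; values of inactives mirror those of a sister screen read the other way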
mIAP act = increases mouse intestinal alkaline phosphatase activity | muIAP, CDP-Star luminescence, 30 min; active compounds read high; 1 = vehicle-only enzyme signal, 0 = enzyme-free wells | activation factor at 10 µM | 0.24% of 330,000 active;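 active = activation factor of at least 2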; note: the source names both 10 and 20 µM as test concentration; values of inactives mirror those of a sister screen read the other way
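Assay system: mouse IAP enzyme; Reagent: CDP-Star chemiluminescent phosphatase substrate; Compound: DMSO-dissolved test compounds; Incubation: 30 min, room temperature; Technique: luminescence from enzymatic CDP-Star hydrolysis; Controls: DMSO-only wells and no-enzyme negative control.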
* = called active by the depositor; nt = not tested or not shown.

A first look, 8 compounds:
Below each SMILES: APOBEC3G inh	MPTP inh	A3A deaminase	hIAP act	mIAP block	MIN6 prolif	NR3A LBD binder	hIAP inh	mIAP act
1) COc1ccc(C(=O)NNC(=O)CCn2nnc(-c3ccc(Cl)cc3)n2)cc1OC
  -2	-0.1	2	1.7	1	-3	0	-71	0.99
2) O=C(CNC(=O)c1ccccc1)N/N=C/c1ccc([N+](=O)[O-])s1
  -6	-1.2	-4	0.86	22	-6	-1	14	0.78
3) COc1ccccc1CNC(=O)Cc1ccccc1
  -3	-0.1	-4	0.95	11	1	0	5	0.89
4) CC1CCc2sc3nc(NCc4ccco4)n4ncnc4c3c2C1 (stereo unspecified)
  5	0.6	0	0.83	4	-4	-11	17	0.96
5) Cc1ccc(CCCOC(=O)CN2CCCCC2)cc1
  -8	1.2	-2	1.1	13	1	2	-7	0.87
6) O=C(Nc1ccc(Cl)c(Cl)c1)Nc1nnc(CC2=CCCCC2)s1
  -4	89*	35	1.1	10	-6	-4	-12	0.9
7) Cc1cc(C)c2nc(N(CCCN(C)C)C(=O)c3ccc4c(c3)CCCC4)sc2c1
  -1	nt	2	1	-1	-7	1	-3	1
8) O=c1o[nH]c(-c2ccccc2)c1C=Nc1ccc(Cl)cc1
  -5	2.9	-4	0.91	5	-2	-1	9	0.95

Main list, from the start:
Below each SMILES: APOBEC3G inh	MPTP inh	A3A deaminase	hIAP act	mIAP block	MIN6 prolif	NR3A LBD binder	hIAP inh	mIAP act
1) COc1ccc(C(=O)NNC(=O)CCn2nnc(-c3ccc(Cl)cc3)n2)cc1OC
  -2	-0.1	2	1.7	1	-3	0	-71	0.99
2) O=C(CNC(=O)c1ccccc1)N/N=C/c1ccc([N+](=O)[O-])s1
  -6	-1.2	-4	0.86	22	-6	-1	14	0.78
3) COc1ccccc1CNC(=O)Cc1ccccc1
  -3	-0.1	-4	0.95	11	1	0	5	0.89
4) CC1CCc2sc3nc(NCc4ccco4)n4ncnc4c3c2C1 (stereo unspecified)
  5	0.6	0	0.83	4	-4	-11	17	0.96
5) Cc1ccc(CCCOC(=O)CN2CCCCC2)cc1
  -8	1.2	-2	1.1	13	1	2	-7	0.87
6) O=C(Nc1ccc(Cl)c(Cl)c1)Nc1nnc(CC2=CCCCC2)s1
  -4	89*	35	1.1	10	-6	-4	-12	0.9
7) Cc1cc(C)c2nc(N(CCCN(C)C)C(=O)c3ccc4c(c3)CCCC4)sc2c1
  -1	nt	2	1	-1	-7	1	-3	1
8) O=c1o[nH]c(-c2ccccc2)c1C=Nc1ccc(Cl)cc1
  -5	2.9	-4	0.91	5	-2	-1	9	0.95
9) COc1ccc(CN2CCN(C(=O)C3CC(=O)N(C4CCCCCC4)C3)CC2)c(OC)c1OC (stereo unspecified)
  -4	24	-2	1.1	4	-2	0	-13	0.96
10) CCOc1ccccc1N1CCN(C(=O)c2cccc(S(=O)(=O)N3CCOCC3)c2)CC1
  0	-2.4	-2	0.91	5	-1	1	10	0.95
11) O=c1oc2c3c4c(cc2c2c1CCC2)OCCN4CCC3
  7	2.7	4	0.85	9	-1	1	15	0.91
12) N#Cc1ccc(CSc2nnc(Nc3ccccc3)s2)cc1
  -3	-2.1	-8	1.1	-15	-1	-12	-15	1.1
13) CSc1ncc(CN2CCN(C(C)C)C(CCO)C2)cn1 (stereo unspecified)
  -3	1.1	-6	0.99	-4	0	1	1	1
14) COc1ccccc1-c1cc(SC)c(C#N)c(=O)o1
  -6	2.6	1	0.91	13	-3	2	9	0.87
15) CC(=O)N1CCN(C(=O)c2cccc(S(=O)(=O)N3CCOCC3)c2)CC1
  6	0.5	2	0.91	-16	1	0	9	1.2
16) Cc1ccc(-c2cc(C(=O)NN3CCOCC3)c3cc(Br)ccc3n2)o1
  -13	-3.6	4	1	6	-3	0	-1	0.94
17) CCN1CCN(C(=S)c2ccc(Cl)cc2)CC1
  68*	1.8	-1	0.88	11	-2	2	12	0.89
18) COC(=O)Cn1c(C(F)(F)F)nc2ccccc21
  -3	-2.8	1	1	0	-1	1	-3	1
19) Cc1cc(C)c2c(CN3CCCCC3)cc(=O)oc2c1
  -8	0.0	0	0.99	3	2	0	1	0.97
20) COc1cc(SC)ccc1C(=O)Nc1ccc(OCC(=O)N2CCOCC2)cc1
  0	-0.6	7	1	5	-4	0	-2	0.95
21) O=C1NC(c2ccc(-c3ccccc3[N+](=O)[O-])o2)C(C(=O)c2ccc(Cl)cc2)C(O)(C(F)(F)F)N1 (stereo unspecified)
  -1	1.4	2	0.84	19	-3	-17	16	0.81
22) CCCCNS(=O)(=O)c1ccc2nc(SCC(=O)Nc3cc(C)cc(C)c3)[nH]c2c1
  -3	27	1	1.1	10	-4	24*	-13	0.9
23) CCOc1ccc(-c2cc3nc(C4CCN(C(=O)OC(C)(C)C)CC4)c(C(=O)O)cn3n2)cc1
  -3	-1.8	1	1	10	2	-8	-2	0.9
24) COc1ccc(/C=C2\SC(=S)N(CC(=O)N3CCN(C)CC3)C2=O)cc1
  -7	3.4	-7	1.1	-1	0	1	-13	1
25) CC(C)CNC(=O)COC(=O)c1n[nH]c2ccccc12
  -7	5.8	-4	0.95	4	-4	-1	5	0.96
26) Cc1c(Cl)cnc(NC(=O)COC(=O)c2ccc([N+](=O)[O-])s2)c1Cl
  8	-0.6	13	1.2	12	-4	-1	-18	0.88
27) CCCC1=Nc2cc(C(=O)NCCN3CCOCC3)ccc2Sc2ccc(C)cc21
  6	-3.2	4	1.2	-2	-5	0	-18	1
28) Cc1cnc(CN(C)Cc2c(C(=O)N3CCc4ccccc4C3)nc3ccc(Cl)cn23)[nH]1
  -7	2.1	-2	1.1	6	-2	1	-11	0.94
29) O=C(NC1(C(F)(F)F)NC(=O)N(C2CCCCC2)C1=O)C1CC1 (stereo unspecified)
  -3	-0.6	-1	1.3	-14	1	-1	-29	1.1
30) COC(=O)c1ccccc1OCC(=O)N1CCN(c2ccc(Cl)cc2)CC1
  -5	0.1	-1	0.83	5	0	0	17	0.95
31) COc1cccc(OC)c1C(=O)Nc1ccccc1N1CCCCC1
  -2	-1.7	3	0.89	2	-1	-4	11	0.98
32) CCCOC(=O)c1ccc(NC(=O)COC)cc1
  7	1.0	1	0.79	9	-2	1	21	0.91
33) NS(=O)(=O)c1ccc(NC(=S)NCC2CCCO2)cc1 (stereo unspecified)
  10	0.5	2	1.1	7	0	1	-12	0.93
34) CC(=O)N1CCc2c(sc(NC(=O)CCS(=O)(=O)c3ccccc3)c2C#N)C1
  -8	-0.6	2	0.88	-2	-7	2	12	1
35) O=C(COC(=O)c1cccc(Cl)c1)NC1CCCCCCC1
  -6	-0.5	-1	1	-10	2	2	-4	1.1
36) CN1c2ccc(Cl)cc2C(=O)NC1c1ccc([N+](=O)[O-])s1 (stereo unspecified)
  -11	9.2	5	1	6	-2	-5	-3	0.94
37) CN(C(=O)c1ccc(-c2nn(C)c(=O)c3ccccc23)cc1)c1ccccc1
  -5	5.2	-4	0.96	10	-3	0	4	0.9
38) O=C(NC(Cc1c[nH]c2ccccc12)c1nnc2n1CCCCC2)c1ccc(Cl)cc1 (stereo unspecified)
  -4	-0.4	-5	0.99	-19	-3	-1	1	1.2
39) N#Cc1nc(Cc2cccc3ccccc23)oc1N1CCOCC1
  -10	-1.8	0	0.91	4	1	0	9	0.96
40) CC(=O)c1cccc(NC(=S)NC(=O)c2ccccc2Br)c1
  -1	-0.6	0	1.1	1	0	-1	-7	0.99
41) COC(=O)C(C)(C)ONC(=O)Nc1ccccc1Br
  -6	-1.6	-2	1	-11	0	0	0	1.1
42) CCCCNC(=O)COc1ccccc1[N+](=O)[O-]
  -1	-0.7	5	1	6	1	5	0	0.94
43) CCOc1ccc(NC(=O)C(C)Oc2ccccc2C(=O)Nc2ccc(C)c(Cl)c2)cc1 (stereo unspecified)
  22	39	1	0.98	-31	-6	26*	2	1.3
44) COc1ccc(NC(=O)CSc2nnc(C)c3ccccc23)cc1
  3	0.0	6	1.3	14	4	1	-28	0.87
45) C/C(=N\N1CCN(c2ccccc2)CC1)c1cccs1
  -9	0.5	6	1	10	-3	1	-5	0.9
46) O=C(CSc1nnc(-c2ccc(OC(F)F)cc2)o1)N1CCOCC1
  -5	0.0	2	1	-8	0	2	-1	1.1
47) Cc1cc(C(=O)CSc2nnc(-c3ccncc3)n2-c2ccccc2)c(C)n1C
  -7	0.8	-2	0.79	9	-1	-1	21	0.91
48) CCOC(=O)c1[nH]c2ccccc2c1NC(=O)Nc1ccc(OC)cc1
  1	-0.5	0	1	1	-4	0	-3	0.99
49) COc1ccc2oc(=O)c(C(=O)N3CCCc4ccccc43)cc2c1
  -2	-0.3	-5	1.1	-8	-1	0	-15	1.1
50) O=C(NCCCn1ccnc1)C(Cc1ccccc1)N1C(=O)c2ccccc2C1=O (stereo unspecified)
  -2	-0.5	5	1	1	-4	2	-5	0.99
51) CCOC(=O)c1ccccc1N/C=C/C(=O)c1ccccc1
  -5	-0.2	-6	0.88	12	0	-7	12	0.88
52) CC(C)OC(=O)C1=C2SCC(=O)N2C(N)=C(C#N)C1
  -28	-0.2	-8	0.94	17	0	5	6	0.83
53) CCCN(CCC)C(=O)Cn1c(=O)c2ccccc2n2c(=S)sc(-c3ccccc3C)c12
  1	1.1	0	0.98	22	0	0	2	0.78
54) COC(=O)C(CCCCN1C(=O)C2C3C=CC(C3)C2C1=O)N1C(=O)C2C3C=CC(C3)C2C1=O (stereo unspecified)
  -2	3.2	1	1.1	-4	0	0	-7	1
55) Cc1cc(=O)oc2c(C)c(OCC(=O)Nc3cccnc3)ccc12
  -4	0.1	-4	0.87	2	-3	-1	13	0.98
